KKLEB tox: CF airway cell cytotoxicity counter-screen | KKLEB CF airway cells viability, ATPlite luminescence, overnight; active compounds read low; cells stimulated with P. aeruginosa culture filtrate | activity change (cytotoxicity), % at 5 µM | 360,000 tested, 0.36% active | AID 602141;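 active = corrected activity change at or below -50% at 5 µM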
CF NFkB inh: cystic fibrosis NF-kB activation inhibition; KKLEB NF-kB-GFP reporter, PAF-induced, GFP fluorescence overnight; inhibition, % at 5 µM; 360,000 tested, 0.86% active; AID 588850;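 active = at least 50% inhibition at 5 µM, scaled per plate between neutral and stimulator controls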;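 note: PAF is a Pseudomonas aeruginosa culture filtrate used as stimulus; plate controls were PAF-stimulated DMSO wells for no effect and unstimulated DMSO wells for full effect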
NR2E3 ag-1: human photoreceptor-specific nuclear receptor agonism. AID 602229. 360,000 tested, 0.35% active. CHO-S Gal4-NCOR/VP16-NR2E3 two-hybrid, luciferase. Q9Y5X4. inhibition of corepressor binding, % at 3.98 µM;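 active = inhibition above the mean of all tested compounds plus 3 SD, cut at about 70% in these data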;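 note: 0% = DMSO with NR2E3 transfected cells and 100% = cells lacking NR2E3 construct; higher means lower luciferase signal from less NR2E3 corepressor binding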
Target sequence (Q9Y5X4 whole entry, looked up, the tested form may be a part): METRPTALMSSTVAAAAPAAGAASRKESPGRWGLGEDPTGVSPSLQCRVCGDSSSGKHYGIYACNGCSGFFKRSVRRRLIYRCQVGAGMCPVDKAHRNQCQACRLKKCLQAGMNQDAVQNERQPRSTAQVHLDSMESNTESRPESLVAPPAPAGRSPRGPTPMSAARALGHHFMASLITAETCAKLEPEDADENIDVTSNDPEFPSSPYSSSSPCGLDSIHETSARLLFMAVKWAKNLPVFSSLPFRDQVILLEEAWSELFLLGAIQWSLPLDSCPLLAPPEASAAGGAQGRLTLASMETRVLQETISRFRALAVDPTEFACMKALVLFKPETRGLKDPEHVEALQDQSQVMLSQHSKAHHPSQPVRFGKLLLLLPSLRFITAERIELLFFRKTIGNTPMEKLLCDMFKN
TWEAK Fn14 block: inhibitors of TWEAK-Fn14 interaction signaling. TWEAK-stimulated Fn14 reporter cells, luciferase luminescence, 8 h. inhibition, % at 10 µM. 360,000 tested, 2% active. AID 1159606; in the data active = inhibition above about 50%
Shn3 3UTR inh: Schnurri-3 reporter inhibition in Clone20 osteoblasts; Clone20 osteoblast Shn3 3'UTR firefly luciferase, 24 h; inhibition, % at 12.5 µM; 360,000 tested, 0.52% active;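 active = mean inhibition of at least 75% with every replicate also reaching 75%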;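 note: 0% = median of neutral control wells and 100% = pilot-screen positive control compound; some compounds past the cut are filed as inactive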
aDG glyco up: increases alpha dystroglycan glycosylation; Pro5-aDG cells, alpha-DG glycosylation AlphaScreen (IIH6); 0% Pro5, 100% B10-LARGE cell signal; 360,000 tested, 0.22% active; AID 624168; activation, % at 10 µM;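 active = activation of at least 8% versus controls, or a plate z-score of at least 8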;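 note: Pro5 are CHO cells carrying HIG-tagged alpha-DG that lacks glycosylation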
HIF-2a inh: blocks HIF-2a reporter activity | 786-0 RCC cells HIF-2a reporter, luciferase luminescence, overnight | inhibition, % at 18.8 µM | 360,000 tested, 0.72% active | AID 624352;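 active = inhibition of the luminescence signal of 40% or more relative to plate controls, in a single-dose primary screen at 18.75 µM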
TRPM1 prom inh: MITF TRPM1 promoter inhibition in SK-MEL-5 cells | SK-MEL-5 TRPM1 promoter luciferase, 24 h | inhibition, % at 12.5 µM | 330,000 tested, 0.83% active | AID 488899;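 active = mean inhibition across replicates of 60% or more, whatever share of single replicates reaches that level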; note: values of inactives mirror those of a sister screen read the other way
NR2E3 ag-2: NR2E3 (human) agonism. Q9Y5X4. GST-NR2E3/biotin-RetCOR TR-FRET, 1536-well. inhibition of corepressor binding, % at 4.78 µM. 320,000 tested, 0.12% active. AID 2300;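 active = percent inhibition above the cutoff of mean plus 3 SD of all tested compounds, set per screening campaign, cut at about 20% in these data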;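 note: 0% = DMSO wells and 100% = biotin wells as full block of FRET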
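Material: NR2E3–RetCOR corepressor complex | Quantity: 1.35 nM GST-tagged NR2E3 final | Schedule: 5 h at 4 °C | Replication: Singlicate compound wells | Reagent: RetCOR corepressor, biotinylated, 7 nM | Controls: Biotin wells as high control, 0.6% DMSO wells as low control | Signal: TR-FRET, Eu(K)-anti-GST donor, streptavidin-D2 acceptor, ex 340, em 617/671 nm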
Peg3 prom inh: reduces Peg3 promoter-driven luciferase expression in HeLa | inhibition, % at 20 µM | HeLa PEG-Prom luciferase reporter, luminescence, overnight | 360,000 tested, 1.7% active;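 active = inhibition of at least 50% at 20 µM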
iPSC survival up: hiPSC single-cell survival enhancement; survival enhancement, % at 20 µM; ATPlite luminescence; 100% = ROCK inhibitor wells, 0% = DMSO; 360,000 tested, 0.044% active; in the data active = survival enhancement above about 18%;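 note: cells exposed to compounds for 16 hours before the ATP read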
* = called active by the depositor; x = not tested or not shown. Outcome played no part in choosing rows; overall some 4.4% were active at least once.

SMILES	KKLEB tox	CF NFkB inh	NR2E3 ag-1	TWEAK Fn14 block	Shn3 3UTR inh	aDG glyco up	HIF-2a inh	TRPM1 prom inh	NR2E3 ag-2	Peg3 prom inh	iPSC survival up
Cc1ccc(-n2c(=O)c3sccc3n(CC(=O)NCc3ccco3)c2=O)cc1	-6.6	-1.3	-5.0	10.2	-12.2	0.9	0.8	-3.7	1.2	12.0	0.5
COCCCNCCCCOc1c(Cl)cc(C)cc1Br	-12.3	6.6	-6.0	2.5	-10.4	2.1	-2.5	-7.8	0.6	-10.3	1.0
CC(C)(C)c1ccc(OCc2ccc(C(=O)NCc3cccnc3)o2)cc1	-5.0	4.0	-131.7	-0.2	36.3	3.5	-150.0	-50.2	-1.1	-220.4	-1.9
CCN1C(=O)N[C@H](c2ccc(Br)cc2)C(C(=O)OC)=C1C	-3.5	-5.0	1.2	10.9	-10.7	-0.1	14.1	-7.8	5.2	-7.9	0.4
NS(=O)(=O)c1cc(C(=O)N2CCc3ccccc32)c(Cl)cc1Cl	-9.8	12.4	-21.0	-10.9	-1.8	0.7	6.1	10.2	0.4	-38.9	1.7
CC1=NN(c2ccc(Cl)cc2)C(=O)C1C(c1ccccc1O)c1c(C)[nH]n(-c2ccc(Cl)cc2)c1=O (centres undefined)	-50.3*	65.1*	7.8	49.2	9.6	-0.2	11.6	17.3	13.2	11.0	0.7
O=C(O)c1ccc2c(c1)c1c3n2CCNC3CCC1 (centres undefined)	-3.4	5.6	-26.7	-12.9	-1.9	0.0	13.8	-7.3	-2.5	0.9	-0.4
COc1ccc(OC)c(-c2cc(C(=O)N/N=C/c3cc(OC)c(OC)cc3OC)c3ccccc3n2)c1	-5.7	0.2	2.2	16.9	-6.4	-0.1	22.3	2.9	-2.0	19.2	-0.7
CC(C(=O)N1CCN(Cc2ccc3c(c2)OCO3)CC1)n1cc([N+](=O)[O-])cn1 (centres undefined)	4.6	-4.3	-13.6	31.6	8.6	0.0	0.8	4.1	0.0	14.0	0.9
CC(=O)Nc1ccc(NC(=O)c2ccc3c(c2)CCN3S(C)(=O)=O)cc1	-2.2	5.3	-26.4	10.2	0.9	-0.2	6.9	-0.3	-2.5	-15.8	-0.2
COc1ccccc1C(=O)NC(=O)COC(=O)c1oc2ccccc2c1C	-18.3	22.6	-3.7	-74.5	-25.0	0.0	4.2	-16.9	-3.7	12.2	0.5
CC(=O)c1c(C)[nH]c(C(=O)COC(=O)c2ccc(C)s2)c1C	25.7	64.0*	-34.0	-2.8	9.9	2.0	-27.7	-26.0	x	-135.3	1.8
COCCCNC(=O)CC1Oc2ccccc2NC1=O (centres undefined)	-2.5	-17.3	-6.8	0.4	3.1	-0.1	14.7	0.9	-1.4	-5.1	-2.6
CN(/N=C/c1ccc(N(C)C)cc1)C1=NS(=O)(=O)c2ccccc21	-20.4	-7.8	-38.6	-21.2	4.2	0.2	-4.4	7.7	1.3	-3.0	0.2
Cc1ccc(NC(=O)c2cnn(-c3ccccc3)c2NC(=O)c2ccco2)cc1C	3.5	-2.6	-99.0	-16.5	-66.0	0.7	-203.8	-17.4	-0.5	-77.6	0.4
O=C(O)C1CC=CCC1C(=O)NCc1cn2ccccc2n1 (centres undefined)	7.3	-12.2	-4.9	5.8	-6.2	0.1	-4.3	5.1	1.4	-27.1	0.7
O=C(N/N=C/c1ccncc1)c1ccc(-n2cccc2)cc1	6.4	12.5	17.9	15.5	-23.2	0.0	2.8	-14.1	2.6	5.8	5.1
CN(Cc1ccccc1)C(=O)c1cccc(NC(=O)Cc2ccc(NC(=O)C3CCN(C(=O)CCc4ccccc4)CC3)cc2)c1	6.8	-2.2	4.2	84.7*	72.2	0.1	-5.7	40.5	x	28.8	2.2
CC(=O)C[C@@H](O)CC(=O)[C@@H]1OC(=O)[C@@H](C)CCCCc2ccccc21	-8.3	-3.6	2.1	1.9	-15.0	-0.1	10.2	1.3	x	-7.7	0.6
Cc1cccc(C)c1NC(=S)N/N=C1\CC2CC=CC12 (centres undefined)	5.7	-2.4	7.3	-3.4	-18.9	0.0	20.7	-0.2	1.4	6.8	-0.4
Cc1ccc(S(=O)(=O)c2nnn(-c3cccc(F)c3)c2N)cc1	7.2	3.1	15.3	1.0	4.7	0.1	14.9	7.1	-0.2	12.3	-0.3
COC(=O)c1ccc(Oc2cc(C)nc(NCc3ccccc3)n2)cc1	2.7	-2.3	-14.4	20.4	27.7	0.5	15.3	2.6	-1.1	16.8	0.4
O=C(Nc1ccc(N2CCOCC2)cc1)c1ccccc1SCC(=O)N1CCCC1	-0.9	9.7	-10.2	16.4	-1.9	-0.1	15.8	-2.6	2.1	5.8	0.1
COc1ccccc1OCc1nc(C#N)c(N2CCC(C(N)=O)CC2)o1	2.5	-15.6	-25.2	-4.8	-2.9	-0.2	13.1	6.4	7.0	1.2	-0.4
CCCCN1CC(COCc2ccccc2)Oc2cccc(Oc3ccc(C)cc3)c2S1(=O)=O (centres undefined)	-21.5	15.5	12.4	-3.8	86.6*	0.1	8.1	-2.9	x	4.4	-1.2

Continued:
SMILES	KKLEB tox	CF NFkB inh	NR2E3 ag-1	TWEAK Fn14 block	Shn3 3UTR inh	aDG glyco up	HIF-2a inh	TRPM1 prom inh	NR2E3 ag-2	Peg3 prom inh	iPSC survival up
COc1cc(/C=C/C(=O)OCC(=O)NCC(=O)Nc2cccc(C)c2C)ccc1OC(F)F	-11.1	13.2	-22.3	-20.8	0.8	-0.4	2.5	2.9	-0.3	5.1	0.6
CCn1nnnc1-c1ccc(OC)c(S(=O)(=O)Nc2ccc(S(N)(=O)=O)cc2)c1	-9.0	10.0	-17.7	4.5	-16.0	0.3	7.7	-4.3	3.3	12.6	-0.4
O=C(COC(=O)c1cc(S(=O)(=O)N2CCCC2)ccc1O)Nc1ccc(SC(F)F)cc1	4.4	39.3	-16.9	16.4	-2.9	-0.1	-22.7	0.5	-0.6	13.3	-0.6
Cc1ccccc1CN1C(=O)c2ccccc2Sc2ccc(C(=O)O)cc21	19.3	17.8	-2.2	3.0	-0.1	0.1	19.5	3.1	0.0	19.7	-0.8
CS/C(=N\S(=O)(=O)c1cccs1)Nc1ccc(F)cc1	9.2	-0.2	0.6	-23.8	-5.7	-0.1	-10.3	-1.6	-0.3	-11.8	-1.4
O=C(N/N=C/c1ccc(N2CCOCC2)o1)c1ccccc1[N+](=O)[O-]	7.9	10.4	10.8	7.1	5.4	0.1	11.7	4.7	-1.5	-2.2	1.5
CNCCCOc1ccc(Cl)cc1C(C)(C)C	-22.2	17.5	-19.1	-4.0	19.4	6.7	4.3	-17.4	-1.3	68.1*	-1.3
COc1cc(C(=O)O)ccc1OCC(=O)N1CCOCC1	1.7	-4.1	-12.8	-1.9	2.4	1.8	14.7	-5.1	-2.0	15.0	-0.9
O=C(Cn1ncc2c3ccccc3n(Cc3ccccc3)c2c1=O)N1CCN(c2ccccn2)CC1	-6.8	-7.8	-22.1	-13.2	-9.5	0.0	10.8	x	-3.6	-0.4	0.7
Cc1ccccc1-c1nc2sc(C)c(C)c2c(=O)o1	-6.3	-9.5	-5.3	-35.8	3.8	0.1	-85.1	-31.8	1.0	-17.4	-0.2
CCN(CC1CCCN(CCc2cccc(F)c2)C1)C(=O)c1cc(C)oc1C (centres undefined)	-10.2	-8.4	-22.3	-5.0	2.0	-0.2	-11.8	-7.3	-4.7	-4.3	0.6
COc1ccc(S(=O)(=O)Nc2ccc3oc(C)c(C(=O)O)c3c2)cc1	-8.9	16.9	-20.1	-5.5	3.1	-0.1	-4.1	5.0	0.8	14.0	-2.8
COC(=O)c1cc(S(=O)(=O)N2CCN(c3cccc(Cl)c3)CC2)c[nH]1	0.7	22.5	21.6	5.2	0.7	-0.2	3.0	x	3.1	5.0	-2.8
COc1ccc(NC(=O)N(C)C[C@H]2Oc3ccc(NC(=O)CCN4CCOCC4)cc3C(=O)N([C@@H](C)CO)C[C@H]2C)cc1	-1.4	-2.2	-19.7	-11.8	8.6	-0.2	4.3	2.4	x	-0.1	8.6
COc1ccccc1C(=O)Nc1cc(Cl)ccc1-n1cncn1	-15.6	0.2	-23.0	3.5	-6.1	0.2	13.0	18.2	2.8	9.5	-0.3
CN1CCN(C(=O)C2CCCN(c3ncnc4c3nc3n4CCCCC3)C2)CC1 (centres undefined)	-3.2	-4.2	-10.3	9.9	8.1	0.1	11.4	-1.3	-0.2	8.1	-0.4
Cc1ccc(NC(=S)N(Cc2ccco2)C(C)c2cccs2)c(Cl)c1 (centres undefined)	4.6	-3.7	-18.0	16.8	10.1	-0.1	-19.8	-0.5	1.9	-3.2	-0.5
NC(=O)C1CCCN(CCc2ccccc2)C1 (centres undefined)	7.3	-10.7	-12.7	-2.2	-1.1	0.0	-1.5	-2.3	3.5	12.4	-0.7
CCOC(=O)N1CCC(NC(=O)c2ccccc2C(=O)O)CC1	-2.4	6.8	-8.4	-8.1	8.6	-0.1	15.5	10.3	-1.2	6.5	-0.5
Cc1ccc(C(=O)Nc2ccc(Oc3ccc(C(=O)O)c(C(=O)O)c3)cc2)cc1C	3.1	3.1	15.0	-6.6	2.9	-0.2	21.4	-2.7	1.2	7.6	-1.2
COc1cccc(CN2CCC(CO)(CC3CCCCO3)CC2)c1 (centres undefined)	-0.7	-13.9	-1.7	7.3	6.7	0.0	23.3	-1.2	-0.9	0.2	1.0
CCc1cc(S(N)(=O)=O)cc(CC)c1NC(C)=O	-8.5	-5.3	-9.0	3.5	-39.6	0.0	8.8	6.1	2.5	-0.4	0.1
CCC1CCC/C1=N\NC(=O)CCC(=O)Nc1ccccc1Cl (centres undefined)	-12.7	5.6	9.5	12.5	3.1	-0.1	25.6	-0.8	0.7	6.9	-1.7
CC(C)(C)S(=O)N1Cc2cc(=O)n(Cc3ccccc3)c(CCO)c2[C@H]1CCO (some centres undefined)	15.0	-7.2	-21.3	-26.2	-19.1	0.7	-2.0	-3.0	x	-3.4	3.3
O=C(Nc1ccccc1C(=O)NCc1cccnc1)c1cccc([N+](=O)[O-])c1	5.2	-1.3	-5.0	6.1	10.9	-0.2	20.0	7.5	3.8	19.2	0.5
C=CCSc1nnc(NC(=O)c2ccc(NC(C)=O)cc2)s1	2.3	-23.2	-40.1	-5.7	7.0	0.1	-99.0	-30.6	-1.6	-77.8	-0.6

Entries of single compounds, looked up by structure:
Entry for Cc1ccccc1CN1C(=O)c2ccccc2Sc2ccc(C(=O)O)cc21 → KKLEB tox: 19.3; CF NFkB inh: 17.8; NR2E3 ag-1: -2.2; TWEAK Fn14 block: 3.0; Shn3 3UTR inh: -0.1; aDG glyco up: 0.1; HIF-2a inh: 19.5; TRPM1 prom inh: 3.1; NR2E3 ag-2: 0.0; Peg3 prom inh: 19.7; iPSC survival up: -0.8
Entry for CNCCCOc1ccc(Cl)cc1C(C)(C)C → KKLEB tox: -22.2; CF NFkB inh: 17.5; NR2E3 ag-1: -19.1; TWEAK Fn14 block: -4.0; Shn3 3UTR inh: 19.4; aDG glyco up: 6.7; HIF-2a inh: 4.3; TRPM1 prom inh: -17.4; NR2E3 ag-2: -1.3; Peg3 prom inh: 68.1*; iPSC survival up: -1.3

High-throughput results as filed in PubChem.
